# Screening data as filed in PubChem.
# ERp5 inh – inhibitors of ERp5-driven insulin aggregation, primary screen, biochemical, turbidity, absorbance 650 nm, single point. 350,000 compounds, 0.05% hits. 90 min. inhibition, % at 9.99 µM;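 active means mean replicate inhibition above about 25%, with every replicate also reaching it, limit read from the data, passing the limit was not always enough; inconclusive means only one of those two criteria met; inactive means neither criterion met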
# Target sequence (Q15084 whole entry, looked up): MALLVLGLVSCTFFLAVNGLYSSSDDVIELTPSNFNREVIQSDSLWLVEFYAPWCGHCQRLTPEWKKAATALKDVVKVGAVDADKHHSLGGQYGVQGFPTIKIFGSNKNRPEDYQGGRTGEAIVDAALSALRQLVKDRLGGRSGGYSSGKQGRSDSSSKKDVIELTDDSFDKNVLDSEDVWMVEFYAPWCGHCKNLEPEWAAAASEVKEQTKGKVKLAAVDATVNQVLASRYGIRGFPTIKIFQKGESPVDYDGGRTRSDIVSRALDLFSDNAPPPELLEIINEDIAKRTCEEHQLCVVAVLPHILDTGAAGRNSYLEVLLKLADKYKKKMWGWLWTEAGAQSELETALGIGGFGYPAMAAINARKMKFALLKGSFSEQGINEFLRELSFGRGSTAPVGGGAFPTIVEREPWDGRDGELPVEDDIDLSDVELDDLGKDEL
# SIRT5 block – SIRT5 desuccinylase inhibitors, primary screen, biochemical, fluorescence imaging, single point, set 5. AID 652115, 2013. inhibition, % at 15 µM. Purified SirT5, succinyl-peptide AMC, trypsin-coupled fluorescence. 330,000 compounds, 1.1% hits; in the data active means inhibition above about 15%; inconclusive means no clear call, values can overlap the other calls
# Target sequence (Q9NXA8 whole entry, looked up): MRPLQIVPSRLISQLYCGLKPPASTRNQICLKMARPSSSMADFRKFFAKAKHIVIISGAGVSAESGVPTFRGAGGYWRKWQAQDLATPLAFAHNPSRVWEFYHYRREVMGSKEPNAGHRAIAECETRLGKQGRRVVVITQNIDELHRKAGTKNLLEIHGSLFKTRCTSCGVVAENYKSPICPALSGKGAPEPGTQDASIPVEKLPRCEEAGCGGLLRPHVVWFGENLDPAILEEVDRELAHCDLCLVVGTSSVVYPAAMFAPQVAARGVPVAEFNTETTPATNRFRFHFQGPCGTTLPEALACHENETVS
# CASP6 VEID inh – human caspase-6 inhibitors, primary screen, biochemical, VEID-R110 fluorescence, single point, set 2. P55212. purified caspase-6, Z-VEID-R110 cleavage fluorescence. inhibition, % at 12.5 µM. 350,000 compounds, 0.53% hits;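 active means mean inhibition across replicates at least about 35%, with every replicate also reaching that limit, limit read from the data; inconclusive means only one of the two criteria met; inactive means neither criterion met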;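 further: 0% = median of neutral control wells and 100% = no fluorescence left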
# Target sequence (P55212 24-179 limits assumed): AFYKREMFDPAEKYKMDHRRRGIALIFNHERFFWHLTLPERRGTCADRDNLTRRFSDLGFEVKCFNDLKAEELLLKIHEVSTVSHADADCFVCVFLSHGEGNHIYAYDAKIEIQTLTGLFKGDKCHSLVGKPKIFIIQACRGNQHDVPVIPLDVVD
# Target sequence (P55212 194-293 limits assumed): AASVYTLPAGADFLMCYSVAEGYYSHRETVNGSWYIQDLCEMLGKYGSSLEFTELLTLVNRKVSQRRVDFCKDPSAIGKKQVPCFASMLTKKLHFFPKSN
# ERAP1 HTS inh – human ERAP1 aminopeptidase inhibitors, primary screen, biochemical, single point, plate reader; inhibition, % at 10.7 µM; AID 652197, 2013; recombinant ERAP1, Leu-AMC fluorescence, 60 min; 340,000 compounds, 0.15% hits; Endoplasmic reticulum aminopeptidase 1 (Homo sapiens), Q9NZ08;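 active means mean replicate inhibition of at least 30%, or all replicates individually reaching that 30% level; inactive means mean below 30% and not every replicate reaching it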;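 further: 0% = neutral control wells and 100% = L-leucinethiol positive control wells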
# miR-122 sensor – miR-122 Renilla sensor signal increase in Huh7, primary screen, miR-122 inhibitor project, cell-based, single point, plate reader. Huh7 miR-122 Renilla luciferase sensor, 48 h; neutral wells = 0, positive control = 100. activation (reporter increase), % at 12.5 µM. 340,000 compounds, 0.3% hits. AID 602342, 2012;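 active means mean replicate activation score at least 90 and every replicate individually at or above 90; inconclusive means only one of the two criteria met; inactive means neither criterion met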;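 further: higher luciferase means less miR-122 activity so hits act as miR-122 inhibitors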
# F508del corr – F508del CFTR correction, initial screen, CFBE line, single point; activity (quench increase), % at 7.58 µM; CFBE cells, YFP halide quenching; stimulated with forskolin plus potentiator P3; % fluorescence drop versus neutral controls; AID 720511, 2013; 350,000 compounds, 0.36% hits;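 active means mean added fluorescence quench of at least 8% versus neutral control, with both replicates also reaching 8%; inconclusive means only one of the mean or replicate conditions met; inactive means mean below 8% and not both replicates reaching 8%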;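 further: cells transiently co-express mutant CFTR-F508del with the halide-sensitive YFP; corrector assay measuring rescue of mutant channel to the surface after 24 h compound exposure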
# DENV2 CPE rescue – inhibitors of DENV2 cytopathic effect, primary screen, cell-based, plate reader, single concentration; CPE inhibition, % at 9.99 µM; AID 651640, 2012; DENV2-infected cells, cytopathic effect rescue; 350,000 compounds, 1.7% hits; in the data active means CPE inhibition above about 20%, passing the limit was not always enough; inconclusive means no clear call, values can overlap the other calls; tested in BHK-21 cells;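 further: 0% = median of neutral control wells and 100% = median of positive control wells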
# * = called active by the depositor; ? = inconclusive; nt = not tested or not shown; [ ] = dose if it differs, or a comment. Compounds as they come; overall some 4% were active at least once.
SMILES,ERp5 inh,SIRT5 block,CASP6 VEID inh,ERAP1 HTS inh,miR-122 sensor,F508del corr,DENV2 CPE rescue
Cn1c(N)c(C(=O)COC(=O)C2CC(=O)N(Cc3ccccc3)C2)c(=O)n(C)c1=O (configuration not stated),-3,-1,4,-3,-3,1.9,3
O=C(NCc1cccnc1)C(=O)NCC1OCCN1S(=O)(=O)c1ccc(F)cc1 (configuration not stated),2,10,1,5,2,-0.2,7
CCCCNC(=O)C1(C)CCN1C(=O)c1ccc2sccc2c1 (configuration not stated),-11,-4,-2,4,-1,-0.7,-2
COc1ccccc1OCC(=O)N1CCCC(Nc2ccc(C)c(C)c2)C1 (configuration not stated),-3,-1,1,6,-4,0.1,2
COc1ccc(C(CNC(=O)COc2cc(C)c(Cl)c(C)c2)N2CCCCC2)cc1 (configuration not stated),1,-14,-3,-2,-7,2.4,-6
C[C@@H]1CN([C@@H](C)CO)C(=O)c2cccc(NS(=O)(=O)c3cccs3)c2O[C@@H]1CN(C)S(=O)(=O)c1ccc(F)cc1,4,1,1,0,-1[16.7 µM],1.1,-9
CC(C)N1CCN(CC2COc3ccccc3O2)CC1 (configuration not stated),0,0,-40,1,5,-1.6,?
CCCC(=O)Nc1ccc2c(c1)OC[C@H](C)N(C(=O)CC1CC1)C[C@@H](C)[C@@H](OC)CN(C)C2=O,-3,3,0,-3,-3[16.7 µM],0.9,5
O=C(Nc1ccc(S(=O)(=O)Nc2nccs2)cc1)c1cc(=O)[nH]c2ccccc12,1,1,0,-3,-5,-1.6,12
CCc1nc2ccc(C(=O)N(CC)CCN(C)C)cn2c1N(CC)CCOC,3,3,-13,7,0,1.2,?
Cc1c(C(=O)O)sc2nc(/C=C/c3ccccc3OC(F)F)[nH]c(=O)c12,1,6,7,-14,nt,2.8,-3
CCOC(=O)C1CCN(C(=O)CC(C)S(=O)(=O)c2ccc3c(c2)NC(=O)CO3)CC1 (configuration not stated),1,-3,1,0,-2,1.4,-11
C[C@@H]1CN([C@@H](C)CO)C(=O)c2cc(NC(=O)Nc3ccc(C(F)(F)F)cc3)ccc2O[C@@H]1CN(C)C(=O)NC1CCCCC1,2,-1,3,0,-7[16.7 µM],3.2,101*
Cc1ccc(CN2CC(C(=O)NCCCn3nc(C)cc3C)CC2=O)cc1 (configuration not stated),1,2,3,-3,-1,3.1,14
Fc1ccc(C2=NN(c3ccccc3)C(c3ccco3)C2)cc1 (configuration not stated),2,-4,5,-2,nt,-1.0,1
COc1ccc(C(=O)NC2CC(C)(C)Cc3c2cnn3-c2ccccc2)c(OC)c1 (configuration not stated),-1,1,0,-4,3,-4.9,18
O=C1c2ccccc2NC(c2ccccn2)N1NS(=O)(=O)c1ccccc1 (configuration not stated),0,-3,2,-4,-8,-1.4,11
CCOc1ccc(/C=C/C(=O)CCC(=O)O)cc1,1,1,2,5,-2,-2.2,8
COc1ccc(NC(=O)[C@H](C)NC(=O)C2CCN(S(=O)(=O)c3ccc(OC)cc3)CC2)cc1,1,-1,1,-1,-5,2.5,?
COc1ccc(OC)c(Nc2nc(N)c([N+](=O)[O-])c(NCc3ccccc3)n2)c1,4,-4,-1,1,1,2.8,3
O=C(N[C@H](Cc1ccccc1)C(=O)NC1CCCCC1)[C@H]1O[C@@H](n2ccc(=O)[nH]c2=O)[C@H](O)[C@@H]1O,5,-1,-3,2,nt,-0.6,28*
C[C@@H]1CN([C@H](C)CO)C(=O)c2c(c3ccccc3n2C)-c2ccccc2CO[C@H]1CN(C)C(=O)C1CC1,1,4,0,0,nt,0.9,0
O=[N+]([O-])c1ccc(N(CC(O)CN2CCCCC2)S(=O)(=O)c2ccccc2)cc1 (configuration not stated),3,-1,-4,3,-3,1.1,1
Cn1cnc(S(=O)(=O)N2CC[C@@H]3[C@H](CO)Nc4ccc(-c5ccccc5F)cc4[C@@H]32)c1,nt,nt,nt,nt,7[16.7 µM],2.2,-6
CC(C)c1nnc(NC(=O)CC(C)c2ccccc2)s1 (configuration not stated),-1,7,-5,2,-1,1.2,2
Cc1ccc(S(=O)(=O)Nc2ccccc2CNc2cccc(C)n2)cc1,9,nt,2,-2,-6,nt,1
COc1ccccc1C(=O)NC(C(=O)NCCc1nc2ccccc2[nH]1)=C(C)C,-4,1,5,-2,2,-2.4,0
O=C1NCC(=O)N2C(c3ccccc3)c3[nH]c4ccccc4c3C[C@@H]12 (some centres not stated),3,-1,0,-2,nt,0.6,1
COc1ccc(-n2c(SCC(=O)Nc3ccccc3OC)nc(O)cc2=O)cc1,-3,-2,1,3,-18,-0.4,0
CC(C)(C)NC(=O)NC(=O)CN1CCCCCCC1,0,-17,-12,-1,nt,2.1,nt

# Entries listed so far with a thiophene ring, fused or not:
SMILES,ERp5 inh,SIRT5 block,CASP6 VEID inh,ERAP1 HTS inh,miR-122 sensor,F508del corr,DENV2 CPE rescue
CCCCNC(=O)C1(C)CCN1C(=O)c1ccc2sccc2c1 (configuration not stated),-11,-4,-2,4,-1,-0.7,-2
C[C@@H]1CN([C@@H](C)CO)C(=O)c2cccc(NS(=O)(=O)c3cccs3)c2O[C@@H]1CN(C)S(=O)(=O)c1ccc(F)cc1,4,1,1,0,-1[16.7 µM],1.1,-9
Cc1c(C(=O)O)sc2nc(/C=C/c3ccccc3OC(F)F)[nH]c(=O)c12,1,6,7,-14,nt,2.8,-3

# (listing goes on)
SMILES,ERp5 inh,SIRT5 block,CASP6 VEID inh,ERAP1 HTS inh,miR-122 sensor,F508del corr,DENV2 CPE rescue
Cc1cc(Cl)ccc1OCC(=O)NNC(=O)C1CSC2(C)CCC(=O)N12 (configuration not stated),1,-11,0,-1,1,-0.7,6
CC(C)C(NC(=O)C12CC3CC(CC(C3)C1)C2)C(=O)N/N=C/C1=C(N2CCOCC2)C(=C\c2cccc([N+](=O)[O-])c2)/CC1 (configuration not stated),6,-5,-1,0,-5,1.1,-20
COc1ccc(S(=O)(=O)N2CCCCN3[C@H](CO)[C@H](c4ccc(C#CCC(C)C)cc4)[C@@H]3C2)cc1,-6,16*,0,1,1[16.7 µM],2.4,-6
COCCn1c(=O)[nH]c2cc(C(=O)Nc3cccc(F)c3)ccc2c1=O,11,-4,-2,nt,-2,6.2,-3
CCCCCNC(=O)C(c1ccc(C(F)(F)F)cc1)n1c(=O)c(-c2ccco2)nc2ccccc21 (configuration not stated),-1,-1,-2,nt,nt,-1.3,-9
O=C(NCc1ccccc1)[C@H]1[C@H](CO)[C@H]2Cn3c(cccc3=O)[C@@H]1N2C(=O)Cc1ccccn1,4,2,7,-2,-3[16.7 µM],0.2,-3
CCCCC(CC(O)COCC(C)C)C(=O)NNC(=S)Nc1ccccc1 (configuration not stated),0,-7,-4,4,nt,nt,0
O=C(CSc1ncccn1)NC(=O)Cc1ccccc1,11,0,0,1,4,-3.2,-4
COc1cccc(/C=C/C(=O)OCC(=O)NC2CCCCCCC2)c1,3,nt,2,1,1,1.9,-4
O=C(CNC(=O)c1ccccc1)N=Nc1c(O)[nH]c2ccc(Br)cc12,-1,-5,2,8,-3,-0.9,-4
CCOC(=O)/C=C/c1ccc2c(c1)S(=O)(=O)N(c1cccc(OC)c1)[C@H]2CC(=O)OCC,5,nt,-1,3,-1,-1.5,-19
CC(OC(=O)Cn1cnc2c1c(=O)n(C)c(=O)n2C)C(=O)NC1CCCCC1C (configuration not stated),2,0,-3,4,nt,1.3,13
O=C(Nc1ccc(NC(=O)c2ccc(Cl)c(S(=O)(=O)N3CCOCC3)c2)cc1)c1ccccc1,-10,-2,0,-5,6,-3.0,13
Cc1cccc(S(=O)(=O)N2CCCCN3[C@@H](CO)[C@H](c4ccc(-c5cccnc5)cc4)[C@@H]3C2)c1,2,1,1,2,18[16.7 µM],-0.3,7
C[C@@H]1CN([C@H](C)CO)C(=O)c2cccc(NC(=O)c3ccncc3)c2O[C@@H]1CN(C)Cc1ccccc1,1,-4,nt,2,4[16.7 µM],0.4,-2
CC(=O)Nc1ccc(N2N=C(C)C(N=Nc3ccccc3)C2=O)cc1 (configuration not stated),-2,-4,-1,0,5,0.5,3
Cc1cc(-n2nnc3ccccc32)nc2ccccc12,-1,-7,55*,-3,1,nt,nt
COc1cc2cc(CN(Cc3cccnc3)C(=O)Nc3ccccc3F)c(=O)[nH]c2cc1OC,-3,nt,-4,nt,-9,-2.1,-4
CCC(=O)c1ccc(OCC(=O)OCC(=O)Nc2cccc(S(=O)(=O)N3CCCC3)c2)cc1,-25,0,0,-1,-4,2.1,-6
COc1ccc(S(=O)(=O)N2CN3CCN(C3)C2)cc1,-5,0,-71,0,-1,1.8,-2
CN1CCN(S(=O)(=O)c2ccc(NC(=S)NC(=O)C(C)(C)C)cc2)CC1,3,nt,1,0,nt,1.0,0
CCOC(=O)c1ccc(N=Nc2c(C)[nH]n(-c3ccccc3)c2=O)cc1,-1,-2,0,-3,-3,-1.5,12
COc1ccc(C(=O)OCC(=O)Nc2ccc(OC)c(S(=O)(=O)N3CCCCC3)c2)cc1[N+](=O)[O-],17,-2,3,1,-2,1.0,-18
CCCCN(C(=O)c1ccc(Cl)cc1)C1CC2CCC(C1)N2C (configuration not stated),3,2,-4,-1,3,3.9,-2
COCCN(C(=O)CSc1nnc(-c2ccccc2C)n1C)c1c(N)n(Cc2ccccc2)c(=O)[nH]c1=O,-8,-5,1,8,nt,-2.0,3
CO[C@@H]1CN(C)C(=O)c2cc(NS(=O)(=O)CC(F)(F)F)ccc2OC[C@H](C)N(CC2CCCCC2)C[C@H]1C,17,-4,nt,nt,nt,-4.2,13
O=C(COC(=O)c1ccncc1)c1ccc(Cl)c(Cl)c1,5,-3,-2,nt,3,-1.7,-2
Cc1cccc(/C=N/n2c(-c3ccco3)n[nH]c2=S)c1,1,-4,-2,-1,nt,2.3,1
CCCCCC1C(=O)N2C=C(c3ccccc3)c3ccccc3N2C1=O (configuration not stated),0,nt,-4,-1,nt,0.4,-2
Cc1ccc(CN(C(=O)c2cc(=O)c3cc(C)cc(C)c3o2)C2CCS(=O)(=O)C2)cc1 (configuration not stated),0,2,4,nt,-4,-0.1,-2
C[C@H](CO)N1C[C@H](C)[C@H](CN(C)C(=O)c2cccc(F)c2)Oc2ncc(C3=CCCCC3)cc2C1=O,2,-16,-1,-1,14[16.7 µM],6.5,8
COc1ccc2c3c([nH]c2c1)[C@@H](CO)N(C(=O)c1ccccc1)CC31CN(C(=O)CC2CC2)C1,-2,7,4,-2,nt,0.3,18
CN(C)CC(=O)Nc1ccc2c(c1)[C@H]1C[C@H](CC(=O)NCc3ccccn3)O[C@H](CO)[C@H]1O2,2,-1,2,-2,-3[16.7 µM],3.3,0
COc1ccc(C(=O)N2CCNC(=O)C2)cc1S(=O)(=O)Nc1ccc(Br)cc1,1,-12,0,-3,22,1.0,5
Cc1nn2c(Nc3ccc(F)cc3)c3c(nc2c1-c1ccccc1)CCC3,3,1,-2,6,nt,nt,-3
O=C(CSc1ncnc2c1oc1ccccc12)Nc1cccc(C(F)(F)F)c1,-7,-1,-4,-5,-2,-0.9,37*
CC(=O)Nc1ccc(C(=O)CSc2cc(C)c3cccc(C)c3n2)cc1,4,nt,0,3,13,2.9,-7
Cc1ncc([N+](=O)[O-])n1CC(=O)Nc1ccc2c(c1)OCO2,2,2,1,-1,?,0.8,-1
COC(=O)COc1ccc(C)cc1-n1nc2ccccc2n1,-6,nt,-1,4,9,-0.5,1
CCCOc1ccc(/C=N/NC(=O)C2CC2)c(OCCC)c1,-3,-2,-1,3,nt,-2.0,8
Cc1nnc(NC(=O)CSc2nc(N)c(NC(=O)c3cccs3)c(=O)[nH]2)s1,0,-4,12,-2,-8,0.0,3
